PDI inh = inhibitors of human PDI, primary screen, biochemical, turbidity, single point, plate reader. AID 588391, 2011. Protein disulfide-isomerase (Homo sapiens), P07237. inhibition, % at 10 µM. PDI insulin aggregation turbidity, A650, 90 min. hit rate 0.052% among 350,000;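 active means mean inhibition across replicates of 30% or more, whatever share of single replicates reach that level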;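 further: absorbance from insulin aggregation driven by PDI reduction with DTT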
Target sequence (P07237 whole entry, looked up): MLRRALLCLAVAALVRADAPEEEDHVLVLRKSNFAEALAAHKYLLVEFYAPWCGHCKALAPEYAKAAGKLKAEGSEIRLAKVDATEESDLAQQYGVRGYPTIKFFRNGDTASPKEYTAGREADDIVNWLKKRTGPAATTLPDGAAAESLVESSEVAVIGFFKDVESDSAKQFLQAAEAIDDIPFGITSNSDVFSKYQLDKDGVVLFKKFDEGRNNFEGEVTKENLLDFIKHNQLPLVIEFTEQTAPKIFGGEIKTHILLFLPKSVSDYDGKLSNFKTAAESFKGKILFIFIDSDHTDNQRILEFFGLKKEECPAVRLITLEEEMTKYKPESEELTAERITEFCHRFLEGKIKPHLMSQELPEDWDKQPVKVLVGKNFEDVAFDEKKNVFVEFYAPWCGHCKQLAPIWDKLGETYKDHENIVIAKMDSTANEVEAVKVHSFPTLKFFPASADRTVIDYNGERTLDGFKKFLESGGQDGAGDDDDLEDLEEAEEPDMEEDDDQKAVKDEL
Shn3 inh set2 = reduction of Shn3 3'UTR firefly luciferase signal, primary screen, Schnurri-3 inhibitor project, cell-based, Clone20 osteoblasts, set 2; Clone20 osteoblast Shn3 3'UTR firefly luciferase, 24 h; inhibition, % at 12.5 µM; hit rate 0.52% among 360,000; AID 588674, 2011;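 active means mean inhibition of at least 75% with every replicate also reaching 75%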;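 further: 0% = median of neutral control wells and 100% = pilot-screen positive control compound; some compounds past the cut are filed as inactive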
KKLEB cytotox = cytotoxicity in KKLEB CF airway cells, primary screen, cytotoxicity control for CF NF-kB inhibitor project, cell-based, uHTS, fluorescence assay plates | hit rate 0.36% among 360,000 | KKLEB CF airway cells viability, ATPlite luminescence, overnight; active compounds read low; cells stimulated with P. aeruginosa culture filtrate | activity change (cytotoxicity), % at 5 µM | AID 602141, 2011;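 active means corrected activity change at or below -50% at 5 µM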
MITF TRPM1 inh = inhibitors of MITF-dependent TRPM1 promoter reporter, primary screen, cell-based, SK-MEL-5, single point, luciferase; SK-MEL-5 TRPM1 promoter luciferase, 24 h; inhibition, % at 12.5 µM; hit rate 0.83% among 330,000; AID 488899, 2010;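 active means mean inhibition across replicates of 60% or more, whatever share of single replicates reaches that level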; further: values of inactives mirror those of a sister screen read the other way
CaV13 ICDI inh = Disruptors of the CACNA1D IQ motif to Ca2+-dependent inactivation inhibitor domain association, primary screening, Förster resonance energy transfer in intact living …; HEK cells, CFP/YFP FRET ICDI-IQ, plate reader, 10 min; percent FRET-ratio fall versus neutral wells; inhibition, % at 12.3 µM; hit rate 0.098% among 340,000;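 active means mean replicate inhibition of at least 30% and at least 1% of replicates passing that level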;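 further: 0% = median of the neutral control wells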
HIF-2a block = HIF-2a reporter inhibitors, primary screen, luminescence, 786-0 RCC cells; 786-0 RCC cells HIF-2a reporter, luciferase luminescence, overnight; inhibition, % at 18.8 µM; hit rate 0.72% among 360,000; AID 624352, 2012;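 active means inhibition of the luminescence signal of 40% or more relative to plate controls, in a single-dose primary screen at 18.75 µM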
NR2E3 ag-1 = NR2E3 agonists in two-hybrid cells, primary screen, cell-based, luminescence, CHO-S, Gal4-NCOR/VP16-NR2E3. luciferase. inhibition of corepressor binding, % at 3.98 µM. hit rate 0.35% among 360,000. AID 602229, 2012;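 active means inhibition above the mean of all tested compounds plus 3 SD, cut at about 70% in these data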;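 further: 0% = DMSO with NR2E3 transfected cells and 100% = cells lacking NR2E3 construct; higher means lower luciferase signal from less NR2E3 corepressor binding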
Target sequence (Q9Y5X4 whole entry, looked up, the tested form may be a part): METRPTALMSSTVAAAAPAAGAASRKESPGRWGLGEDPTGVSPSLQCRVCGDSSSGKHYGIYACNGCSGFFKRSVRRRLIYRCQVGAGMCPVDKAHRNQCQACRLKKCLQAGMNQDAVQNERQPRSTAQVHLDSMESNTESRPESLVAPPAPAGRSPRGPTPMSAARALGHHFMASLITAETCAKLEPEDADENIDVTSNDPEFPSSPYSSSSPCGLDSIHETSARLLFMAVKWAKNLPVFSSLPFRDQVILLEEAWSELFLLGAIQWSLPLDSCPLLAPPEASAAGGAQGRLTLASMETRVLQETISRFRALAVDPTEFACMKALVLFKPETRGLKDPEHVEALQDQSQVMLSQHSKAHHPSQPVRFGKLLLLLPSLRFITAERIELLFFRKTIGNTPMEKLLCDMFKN
NR2E3 ag-2 = inhibitors of NR2E3-RetCOR corepressor binding, primary screen, NR2E3 agonist project, biochemical, TR-FRET, GST-NR2E3, biotin-RetCOR. inhibition of corepressor binding, % at 4.78 µM. hit rate 0.12% among 320,000. Photoreceptor-specific nuclear receptor (Homo sapiens), Q9Y5X4. 1536-well. AID 2300, 2010;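 active means percent inhibition above the cutoff of mean plus 3 SD of all tested compounds, set per screening campaign, cut at about 20% in these data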;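 further: 0% = DMSO wells and 100% = biotin wells as full block of FRET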
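Format: 1536-well format; test system: GST-NR2E3 and biotin-RetCOR proteins; read-out basis: percent inhibition of TR-FRET ratio; timing: 5 h incubation at 4 °C; detection: time-resolved FRET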
CF NFkB inh = inhibitors of PAF-induced NF-kB signaling, primary screen, cell-based, GFP fluorescence, uHTS; KKLEB NF-kB-GFP reporter, GFP fluorescence overnight; inhibition, % at 5 µM; hit rate 0.86% among 360,000;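 active means at least 50% inhibition at 5 µM, scaled per plate between neutral and stimulator controls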;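 further: PAF is a Pseudomonas aeruginosa culture filtrate used as stimulus; plate controls were PAF-stimulated DMSO wells for no effect and unstimulated DMSO wells for full effect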
Vif inh = HIV Vif self-association inhibitors, primary screen, imaging, HEK293T, single point; HEK293T cells, Vif self-association by quenched fluorescence, 24 h; inhibition, % at 7.49 µM; hit rate 0.35% among 340,000; in the data active means inhibition above about 50%, passing the limit was not always enough; further: some results filed as inactive read as strong as hits
Peg3 prom inh = Peg3 promoter-driven luciferase inhibitors, primary screen, cell-based, HeLa, luciferase luminescence; inhibition, % at 20 µM; HeLa PEG-Prom luciferase reporter, overnight; hit rate 1.7% among 360,000;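 active means inhibition of at least 50% at 20 µM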
* = called active by the depositor; / = no result given. An unsorted share of the library; overall some 3.3% were active at least once.

Letter code – A = PDI inh; B = Shn3 inh set2; C = KKLEB cytotox; D = MITF TRPM1 inh; E = CaV13 ICDI inh; F = HIF-2a block; G = NR2E3 ag-1; H = NR2E3 ag-2; I = CF NFkB inh; J = Vif inh; K = Peg3 prom inh
O=C(NC1CCSc2ccccc21)c1cccc(OC(F)F)c1 (stereo unspecified)
  A: -8 | B: -1 | C: 2 | D: -1 | E: -2 | F: -46 | G: -25 | H: 1 | I: -7 | J: -1 | K: -30

O=C(O)c1ccc(Oc2cc(Oc3ccc(C(=O)O)cc3)cc([N+](=O)[O-])c2)cc1
  A: -1 | B: -16 | C: -12 | D: 4 | E: -6 | F: 5 | G: -23 | H: -1 | I: -20 | J: 27 | K: 7

NC(=O)N/N=C/c1ccc(-c2ccc([N+](=O)[O-])cc2)o1
  A: 10 | B: -3 | C: 7 | D: -18 | E: -47 | F: -89 | G: -20 | H: -2 | I: -51 | J: 1 | K: -30

COc1ccc(NC(=O)N2c3ccccc3C(C)=CC2(C)C)cc1
  A: 6 | B: -4 | C: -2 | D: 10 | E: -7 | F: 1 | G: -13 | H: -2 | I: 8 | J: -1 | K: -3

O=C(Nn1cnnc1)C1CCCN1S(=O)(=O)c1ccc(F)cc1 (stereo unspecified)
  A: 0 | B: -8 | C: -3 | D: 1 | E: / | F: 4 | G: -12 | H: 0 | I: -14 | J: -2 | K: 4

Cc1ccc(NC(=O)C2CC2C)cc1S(=O)(=O)N1CCOCC1 (stereo unspecified)
  A: -1 | B: -5 | C: -5 | D: 4 | E: -15 | F: 13 | G: -31 | H: -2 | I: 4 | J: 17 | K: 10

C#Cc1ccc(NC(=O)C2(C)CCN2C(=O)CC(c2ccccc2)c2ccccc2)cc1 (stereo unspecified)
  A: -1 | B: 12 | C: -6 | D: / | E: -10 | F: 5 | G: -11 | H: / | I: 7 | J: / | K: 20

CN(C)c1ccc(CN2CCC(C(=O)NC(c3ccc(F)cc3)c3ccc4ccccc4n3)CC2)cc1 (stereo unspecified)
  A: -1 | B: -8 | C: -2 | D: / | E: -7 | F: -49 | G: 22 | H: / | I: -1 | J: 8 | K: 31

O=c1c2cc(Cl)ccc2nc(-c2ccccc2)n1O
  A: 18 | B: 23 | C: -4 | D: 7 | E: -7 | F: 6 | G: -39 | H: 2 | I: 0 | J: -1 | K: 10

CCCn1c(=S)[nH]c2cc(C(=O)N3CCN(C4CCCCC4)CC3)ccc2c1=O
  A: 2 | B: -9 | C: 2 | D: 12 | E: -16 | F: 6 | G: 24 | H: -1 | I: 9 | J: -4 | K: 20

The final four compounds of the part before come first, to join the parts.
Letter code – A = PDI inh; B = Shn3 inh set2; C = KKLEB cytotox; D = MITF TRPM1 inh; E = CaV13 ICDI inh; F = HIF-2a block; G = NR2E3 ag-1; H = NR2E3 ag-2; I = CF NFkB inh; J = Vif inh; K = Peg3 prom inh
C#Cc1ccc(NC(=O)C2(C)CCN2C(=O)CC(c2ccccc2)c2ccccc2)cc1 (stereo unspecified)
  A: -1 | B: 12 | C: -6 | D: / | E: -10 | F: 5 | G: -11 | H: / | I: 7 | J: / | K: 20

CN(C)c1ccc(CN2CCC(C(=O)NC(c3ccc(F)cc3)c3ccc4ccccc4n3)CC2)cc1 (stereo unspecified)
  A: -1 | B: -8 | C: -2 | D: / | E: -7 | F: -49 | G: 22 | H: / | I: -1 | J: 8 | K: 31

O=c1c2cc(Cl)ccc2nc(-c2ccccc2)n1O
  A: 18 | B: 23 | C: -4 | D: 7 | E: -7 | F: 6 | G: -39 | H: 2 | I: 0 | J: -1 | K: 10

CCCn1c(=S)[nH]c2cc(C(=O)N3CCN(C4CCCCC4)CC3)ccc2c1=O
  A: 2 | B: -9 | C: 2 | D: 12 | E: -16 | F: 6 | G: 24 | H: -1 | I: 9 | J: -4 | K: 20

CC(C)N(c1ccccc1)c1ccc(NC(=O)CCl)cc1
  A: 0 | B: -5 | C: -86* | D: 50 | E: -2 | F: 82* | G: 3 | H: -2 | I: 82* | J: -10 | K: 91*

COC(=O)CNc1nc(-c2ccncc2)nc2ccccc12
  A: 1 | B: 18 | C: -13 | D: 12 | E: -4 | F: 8 | G: -19 | H: -2 | I: 17 | J: -1 | K: 6

O=C(NC1CCS(=O)(=O)C1)/C(=C/c1ccc(Cl)cc1)NC(=O)c1ccccc1 (stereo unspecified)
  A: -6 | B: -20 | C: -3 | D: -1 | E: -5 | F: 6 | G: 5 | H: -3 | I: 3 | J: -7 | K: 9

COc1ccc(CC(=O)NC(C)c2nnc(SCC(=O)Nc3cc(C)ccc3OC)n2C)cc1 (stereo unspecified)
  A: -2 | B: -1 | C: -6 | D: 20 | E: -2 | F: 12 | G: -19 | H: 3 | I: -1 | J: 3 | K: 16

COc1ccc(CCNS(=O)(=O)c2ccc3c(c2)CC(C)N3C(C)=O)cc1OC (stereo unspecified)
  A: -3 | B: 34 | C: -5 | D: 12 | E: -4 | F: 19 | G: -13 | H: -2 | I: 11 | J: -5 | K: 17

CC1CCCCN1Cc1nc2ccccc2c(=O)[nH]1 (stereo unspecified)
  A: 8 | B: -9 | C: 0 | D: -14 | E: -5 | F: -62 | G: -21 | H: 1 | I: -4 | J: -5 | K: -27

O=C1[C@@H]2C(c3ccccc3Cl)=NO[C@@H]2C(=O)N1Cc1ccccc1
  A: 27 | B: 79 | C: 4 | D: -6 | E: -7 | F: 3 | G: 3 | H: 1 | I: -1 | J: 4 | K: -6

Cc1ccc(NC2=NC(c3ccc(C)cc3)n3c(nc(C)cc3=O)N2)cc1 (stereo unspecified)
  A: -2 | B: -20 | C: 10 | D: -5 | E: -5 | F: 1 | G: 3 | H: -3 | I: -18 | J: 3 | K: 7

Cc1ccc(NC(=O)COC(=O)CCc2c[nH]c(=O)[nH]2)cc1
  A: -8 | B: 1 | C: 13 | D: -2 | E: -5 | F: -3 | G: -7 | H: 7 | I: -5 | J: -9 | K: -2

CCNC(=S)N1CCN(c2ncccn2)CC1
  A: 8 | B: -18 | C: -11 | D: -1 | E: -6 | F: 12 | G: -4 | H: 1 | I: -6 | J: 1 | K: -3

Cc1oncc1C(=O)Nc1cccc(C#N)c1
  A: -2 | B: -15 | C: -5 | D: 8 | E: / | F: 11 | G: 4 | H: -2 | I: 11 | J: -5 | K: 2

CC(=O)N1c2ccc(S(=O)(=O)N3CCCC(C(=O)NCc4ccccc4)C3)cc2CC1C (stereo unspecified)
  A: -2 | B: 17 | C: -8 | D: 16 | E: -7 | F: 18 | G: -22 | H: 3 | I: -7 | J: -6 | K: 9

FC(F)(F)C1=CC(c2ccccc2)=NCCN1
  A: -10 | B: -2 | C: 1 | D: 4 | E: -1 | F: 5 | G: -44 | H: 2 | I: -7 | J: 2 | K: 5

CCN1CCN(C(=O)C2CCN(Cc3cc(Cl)ccc3O)CC2)CC1
  A: -3 | B: 12 | C: 0 | D: -3 | E: -7 | F: -8 | G: 0 | H: 1 | I: 16 | J: 1 | K: -1

CCS(=O)(=O)c1ccc2oc(SCC(=O)N3c4ccccc4CC3C)nc2c1 (stereo unspecified)
  A: 25 | B: 18 | C: -2 | D: 8 | E: -6 | F: 1 | G: 1 | H: 0 | I: -7 | J: -1 | K: 15

Cc1cccc(C)c1NC(=S)N1CCCN(C)CC1
  A: 19 | B: 16 | C: 12 | D: 3 | E: -2 | F: 21 | G: 9 | H: -4 | I: -1 | J: -2 | K: 1

COc1ccc2oc(C(=O)OCC(=O)Nc3cc(S(=O)(=O)N4CCOCC4)ccc3OC)c(C)c2c1
  A: 3 | B: -8 | C: -15 | D: 2 | E: -6 | F: -24 | G: -17 | H: -1 | I: 6 | J: -1 | K: -15

CCOC(=O)c1csc(-c2csc(CCNC(=O)c3ccccc3)n2)n1
  A: -4 | B: 0 | C: 2 | D: / | E: -5 | F: 11 | G: 14 | H: / | I: 4 | J: 51* | K: -15

O=C(COc1ccc(Br)cc1F)NCC1(N2CCCCC2)CCCCC1
  A: -39 | B: -1 | C: -8 | D: -6 | E: -5 | F: -2 | G: -2 | H: / | I: 12 | J: -1 | K: 0

COc1cc(OC)cc(-c2nnc(N(C)C(=O)c3ccncc3)s2)c1
  A: 2 | B: -14 | C: 1 | D: -16 | E: -7 | F: -56 | G: -16 | H: -6 | I: -6 | J: 0 | K: -36

CCCNC(=O)C(Cc1ccc(Cl)cc1)NC(=O)c1ccc(C#N)cc1 (stereo unspecified)
  A: 1 | B: -40 | C: -10 | D: -2 | E: -3 | F: 6 | G: -30 | H: -2 | I: -3 | J: -4 | K: -2

COc1ccc(/C=N\NC(=O)c2ccccc2F)cc1COc1ccc(F)cc1F
  A: 4 | B: 4 | C: -26 | D: 18 | E: -6 | F: -41 | G: -7 | H: 1 | I: 32 | J: -8 | K: -27

COc1cc(/C=N/NC(=O)c2cc(C3CC3)[nH]n2)cc(OC)c1OC
  A: -1 | B: -7 | C: -14 | D: -8 | E: -12 | F: 11 | G: -12 | H: -3 | I: 3 | J: 15 | K: 5

CC1(c2nnc(-c3ccccc3)o2)CC(c2ccccc2)=NO1 (stereo unspecified)
  A: 0 | B: -22 | C: 10 | D: -5 | E: -4 | F: -133 | G: 1 | H: 1 | I: -7 | J: -4 | K: -58

Cc1ccc(C(=O)CCC(=O)NN2C(=O)NC3(CCCCC3)C2=O)cc1
  A: -12 | B: -5 | C: 8 | D: -2 | E: -6 | F: 15 | G: 9 | H: 0 | I: 24 | J: 16 | K: 8

O=c1c2c(C(F)(F)F)cc(C(F)(F)F)nc2[nH]n1-c1ccccc1
  A: -4 | B: -13 | C: -41 | D: 3 | E: -7 | F: -1 | G: -24 | H: 0 | I: 39 | J: / | K: 3

NC(=O)C1CCN(C(=O)c2ccc3ccccc3c2)CC1
  A: -6 | B: -17 | C: 4 | D: -10 | E: -5 | F: -18 | G: -51 | H: 5 | I: -16 | J: 17 | K: 5

O=C1CCC(=O)N1c1nc2n(n1)C(c1ccccc1)C=C(c1ccc(Br)cc1)N2 (stereo unspecified)
  A: -4 | B: 6 | C: -3 | D: -5 | E: -15 | F: 0 | G: 24 | H: 3 | I: -18 | J: -1 | K: 26

Cc1ccc(S(=O)(=O)N2CCCCC2)cc1C(=O)N(C)CC(=O)Nc1ccc(Cl)c(C(F)(F)F)c1
  A: 5 | B: 60 | C: -23 | D: 20 | E: -6 | F: 21 | G: 9 | H: 1 | I: 4 | J: -27 | K: 53*

Screens from PubChem BioAssay.
